NadD inh = blocks S. aureus nicotinate mononucleotide adenylyltransferase; 360,000 tested, 0.78% active; AID 602399; inhibition, % at 20 µM; purified NadD enzyme, colorimetric absorbance read-out; in the data active = inhibition above about 26%; note: some compounds past the cut are filed as inactive
Rin1 Abl inh = human Rin1-Abl interaction inhibition; AID 588664; 360,000 tested, 0.4% active; TR-FRET Rin1/Abl binding, biochemical; inhibition, % at 7.35 µM; P00519+Q13671; in the data active = inhibition above about 5%, passing the limit was not always enough
Scp1 inh = Scp-1 (human) phosphatase inhibition. Q9GZU7. Recombinant Scp1, phosphopeptide, malachite green phosphate absorbance. inhibition, % at 20 µM. 340,000 tested, 0.88% active;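 active = inhibition above about 50% at 20 µM, limit read from the data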;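 note: plate controls were DMSO wells with enzyme for no effect and wells lacking enzyme for full effect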
Target sequence (Q9GZU7 76-261 limits assumed): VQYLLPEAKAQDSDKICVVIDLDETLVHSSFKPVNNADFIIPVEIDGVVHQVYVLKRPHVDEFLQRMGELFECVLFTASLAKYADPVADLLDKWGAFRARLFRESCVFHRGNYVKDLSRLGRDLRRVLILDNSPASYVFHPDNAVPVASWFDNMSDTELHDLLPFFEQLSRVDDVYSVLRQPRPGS
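System: SCP-1 catalytic domain; Reagent: Phospho 17-mer peptide substrate; Doses: one concentration, 20 µM, with 1.0% DMSO; Incubation: 45 min room-temperature reaction, 5 min colour, 30 min stabiliser; Signal: Phosphate-binding colour reagent, absorbance read at 630 nm.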
DNMT1 block = inhibitors of human DNMT1 | P26358 | DNMT1 molecular beacon, Hinp1I cleavage, fluorescence | inhibition (reported as % activation of signal), % at 10 µM | 360,000 tested, 0.83% active; in the data active = inhibition above about 50%
STEP inh = inhibitors of human striatal-enriched phosphatase STEP. P54829. AID 588621. inhibition, % at 20 µM. 360,000 tested, 0.25% active. recombinant STEP, OMFP fluorogenic substrate, fluorescence;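 active = inhibition at 20 µM, scaled per plate between control wells, above about 37%, limit read from the data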;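 note: 0% = DMSO with enzyme and substrate and 100% = substrate only without enzyme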
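System: isolated STEP enzyme; schedule: 20 min enzyme reaction at room temperature, protected from light; medium: Bis-Tris buffer pH 6.0, 2.5 mM DTT, 0.005% Tween 20; signal: fluorescence, 480/540 nm; dosing: single compound dose of 20 µM, 1% DMSO final; also added: OMFP substrate, 25 µM final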
SUMO1 PPI mod = modulators of human SUMO1-mediated protein-protein interactions | P63165 | SUMO1 binding to a labelled peptide, TR-FRET, 1 h | inhibition, % at 20 µM | 360,000 tested, 0.33% active | AID 602429; in the data active = inhibition above about 37%
Target sequence (P63165 whole entry, looked up): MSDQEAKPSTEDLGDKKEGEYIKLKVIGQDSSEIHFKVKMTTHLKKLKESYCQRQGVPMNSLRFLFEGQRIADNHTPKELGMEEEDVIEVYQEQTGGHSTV
LMPTP block = blocks human LMPTP phosphatase. AID 651560. recombinant LMPTP-A, OMFP fluorogenic substrate, fluorescence intensity. 360,000 tested, 0.22% active. P24666. inhibition, % at 20 µM;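 active = compounds that cut the enzyme signal by at least half of the control window in the single-dose screen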;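 note: plate controls were DMSO wells with enzyme plus substrate for no effect and substrate without enzyme for full effect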
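Test system: LMPTP-A, protein tyrosine phosphatase of low molecular weight; Input: 0.625 nM enzyme; Incubation: 50 min dark incubation at room temperature; Signal: endpoint fluorescence intensity from OMFP dephosphorylation; Read-out basis: % inhibition versus control wells.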
Neddylation inh = blocks human cullin neddylation; TR-FRET cullin neddylation, biochemical; calls only at 25 µM; 360,000 tested, 0.58% active; AID 651699; in the data active = inhibition above about 36%
Target sequence (P61081 whole entry, looked up): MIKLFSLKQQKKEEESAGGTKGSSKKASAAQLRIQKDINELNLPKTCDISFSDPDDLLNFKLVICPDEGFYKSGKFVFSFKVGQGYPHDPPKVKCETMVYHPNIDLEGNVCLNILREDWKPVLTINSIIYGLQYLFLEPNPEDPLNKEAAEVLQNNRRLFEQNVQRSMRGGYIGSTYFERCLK
Target sequence (Q13564 whole entry, looked up): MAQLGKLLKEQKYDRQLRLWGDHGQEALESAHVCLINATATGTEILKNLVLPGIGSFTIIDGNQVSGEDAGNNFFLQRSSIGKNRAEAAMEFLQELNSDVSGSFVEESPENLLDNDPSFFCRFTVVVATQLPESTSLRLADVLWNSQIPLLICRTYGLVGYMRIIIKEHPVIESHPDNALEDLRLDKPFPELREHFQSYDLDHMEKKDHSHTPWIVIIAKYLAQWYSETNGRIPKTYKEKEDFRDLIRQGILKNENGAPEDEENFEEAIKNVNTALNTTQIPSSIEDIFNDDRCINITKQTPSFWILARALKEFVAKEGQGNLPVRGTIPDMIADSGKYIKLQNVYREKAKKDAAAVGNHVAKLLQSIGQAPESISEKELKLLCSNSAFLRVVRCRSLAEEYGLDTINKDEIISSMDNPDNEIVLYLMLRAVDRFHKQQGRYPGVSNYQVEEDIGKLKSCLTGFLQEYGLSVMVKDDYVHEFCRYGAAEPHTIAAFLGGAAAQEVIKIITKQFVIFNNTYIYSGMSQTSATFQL
CSN deneddyl inh = inhibitors of human CSN-mediated cullin deneddylation; AID 651999; Purified CSN, SCF-Nedd8-OG deneddylation, fluorescence polarization; 360,000 tested, 0.38% active; Q92905; inhibition, % at 12.5 µM;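 active = pattern-corrected inhibition above about 35%, with an unprinted fluorescence ratio check between 0.5 and 1.5, limit read from the data, passing the limit was not always enough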;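 note: 0% = enzyme with substrate and 100% = substrate without enzyme; some results filed as inactive read as strong as hits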
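Schedule: reaction 90 min, room temperature / Assay system: HEK293T-derived human Csn5 enzyme / Input: Csn5 at 0.24 nM final / Measure: inhibition of Csn5 cleavage, % / Control set: substrate-only high control, full reaction low control / Technique: fluorescence polarization of the substrate / Buffer or medium: Tris/NaCl/DTT buffer, pH 7.5 / Reagent: SCFSkp2-Nedd8OG substrate at 10 nM final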
Rpn11 inh = Rpn11 (human) deubiquitinase inhibition; O00487; calls only at 20 µM; 360,000 tested, 0.59% active; AID 588493; human 26S proteasome, Ub4-pepOG fluorescence polarization; 20S core pre-blocked with epoxomicin;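 active = inhibition at 20 µM, scaled to each plate's controls, above about 33%, limit read from the data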
Active calls of the source: *; i = inactive; x = no result given; + = active, no number. An unsorted share of the library. About 3.8% of those tested had a hit in this group.

Values run as follows: NadD inh | Rin1 Abl inh | Scp1 inh | DNMT1 block | STEP inh | SUMO1 PPI mod | LMPTP block | Neddylation inh | CSN deneddyl inh | Rpn11 inh
- COc1ccc(C(=O)NCCOC(C)C)cc1OC1CCN(C(C)=O)CC1
    11 | 1 | -9 | 3 | 0 | -3 | 1.3 | i | 0 | i
- COc1cccc(-c2nc(CS(=O)CC(=O)NCCc3ccccc3)c(C)o2)c1 (stereo not drawn)
    -1 | 0 | 2 | -1 | 0 | 3 | 0.4 | i | 0 | i
- COc1ccc(Cc2nc3ccc(C(=O)N4CCC(N(C)C)C4)cc3o2)cc1 (stereo not drawn)
    -4 | 3 | -7 | 0 | -3 | 4 | -1.0 | i | -1 | i
- COC(=O)CSc1nnc(-c2cccnc2)n1C
    -1 | 5 | 7 | 2 | 1 | -3 | 2.4 | i | -15 | i
- Cc1cc(C)c(C#N)c(SCCN2CCCCC2)n1
    -6 | 2 | -8 | 2 | 0 | -5 | -1.2 | i | 4 | i
- COc1ccc(C(CC(=O)c2ccccc2)S(=O)(=O)c2ccc(C)cc2)cc1 (stereo not drawn)
    -5 | 3 | 0 | 2 | 2 | -13 | 2.8 | i | -2 | i
- Cc1ccc(NC(=O)c2cc(Cl)ccc2[N+](=O)[O-])cc1C
    -3 | -1 | -10 | 3 | 1 | -16 | -1.5 | i | -3 | i
- COc1ccc(CN2CCN(CCC(C)C)C(CCO)C2)cc1Cn1cccn1 (stereo not drawn)
    1 | 2 | -1 | 5 | -2 | 3 | -1.3 | i | -2 | i
- CN1CCN(C(=O)c2cc3cc(F)ccc3[nH]2)CC1
    -4 | 1 | -16 | -6 | 1 | 3 | -2.6 | i | 1 | i
- Cc1cc(C)c(NC(=O)C2CCCN2CCC(C)C)c(C)c1 (stereo not drawn)
    -2 | 0 | -4 | -1 | -2 | 2 | -1.5 | i | -1 | i
- CCN(CC)c1ccc(S(=O)(=O)N2CCOCC2)cc1NC(=O)COC(=O)COc1ccccc1C
    1 | 4 | -5 | -3 | 2 | 1 | 3.4 | i | -1 | i
- COc1ccc(C)cc1Nc1nnc(C)c(=O)[nH]1
    5 | -3 | -9 | 0 | 1 | -4 | 0.1 | i | 3 | i
- Cc1cn(COC/C=C/c2ccccc2)c(=O)[nH]c1=O
    0 | 2 | -1 | 6 | -1 | 1 | -1.0 | i | -2 | i
- CCN(CC)C(=O)[C@H]1C[C@H](CC(=O)NCC23CC4CC(CC(C4)C2)C3)C(=O)N2CCc3c([nH]c4cc(CCC(=O)N(C)C)ccc34)[C@]12C
    2 | 1 | 27 | -4 | -3 | 1 | -0.3 | i | -1 | i
- O=C(COc1ccccc1Cl)NNC(=O)Cn1[nH]c(=O)c2ccccc2c1=O
    1 | -1 | -5 | -1 | 2 | 2 | -2.2 | i | 1 | i
- O/N=C/c1cccc[n+]1CCCCCC[n+]1ccccc1/C=N/O
    -8 | -2 | -14 | 0 | -1 | -18 | -0.6 | i | -3 | i
- CCc1cccc(NC(=O)Cn2c(=O)c3cccn3c3ccccc32)c1
    0 | -10 | -4 | 11 | 4 | -8 | -0.9 | i | 2 | i
- Nn1c(SCc2cccc(F)c2)nnc1-c1ccncc1
    -2 | -1 | -11 | 0 | 0 | -4 | -0.9 | i | -3 | i
- O=C(Nc1nc2ccccc2[nH]1)C1CCN(S(=O)(=O)c2cccs2)CC1
    -9 | 2 | 6 | 3 | -6 | 0 | 0.2 | i | -2 | i
- COC(=O)[C@H](CCSC)NC(=O)NCc1ccccc1F
    1 | 2 | 19 | 3 | 1 | 1 | -1.5 | i | -4 | i
- O=C1N/C(=C/c2cccn2-c2ccc(F)cc2)C(=O)N1Cc1ccccc1F
    6 | 1 | -2 | 0 | -4 | -2 | -0.3 | i | -1 | i
- CC1(C(=O)O)CCN1C(=O)/C=C/c1ccccc1 (stereo not drawn)
    1 | -6 | x | 10 | 2 | -3 | 0.5 | i | 3 | i
- CC(=O)NC1(C(F)(F)F)NC(=O)N(c2ccc(F)cc2)C1=O (stereo not drawn)
    -11 | 2 | -7 | 3 | 0 | 2 | 0.1 | i | -6 | i
- COc1cc2c(cc1NC(=O)CCCN1C(=O)CCC1=O)oc1ccccc12
    11 | 2 | -7 | -6 | -2 | 1 | 0.4 | i | 2 | i
- Nc1ccc(S(=O)(=O)N2CCCC2)cc1Cl
    3 | -1 | -7 | 0 | 2 | 1 | -0.3 | i | -2 | i
- CCC(C)NC(=O)CC(NS(=O)(=O)c1ccc(Cl)cc1)c1ccco1 (stereo not drawn)
    0 | -3 | -1 | 2 | -1 | 10 | 0.2 | i | -2 | i
- CCCC(=O)NC(c1ccc(OC)cc1)c1c(O)ccc2ccccc12 (stereo not drawn)
    -5 | 1 | -9 | -4 | 1 | -2 | 0.6 | i | 1 | i
- CCC1C(=O)c2ccccc2N(C)C1=O (stereo not drawn)
    -2 | -1 | -3 | 3 | -2 | 4 | -2.1 | x | -1 | i
- O=C(Nc1ccccc1C(=O)O)c1ccc(NC(=O)C2CCCO2)cc1 (stereo not drawn)
    -4 | 5 | -1 | 1 | -1 | 8 | -0.3 | i | 4 | i
- O=C(O)CS(=O)CC(=O)NCc1cccc(C(F)(F)F)c1 (stereo not drawn)
    3 | -3 | -6 | 0 | 0 | 4 | -0.6 | i | 3 | i

Part of the list above, as comma-separated lines.
SMILES,NadD inh,Rin1 Abl inh,Scp1 inh,DNMT1 block,STEP inh,SUMO1 PPI mod,LMPTP block,Neddylation inh,CSN deneddyl inh,Rpn11 inh
CC(=O)NC1(C(F)(F)F)NC(=O)N(c2ccc(F)cc2)C1=O (stereo not drawn),-11,2,-7,3,0,2,0.1,i,-6,i
O=C(O)CS(=O)CC(=O)NCc1cccc(C(F)(F)F)c1 (stereo not drawn),3,-3,-6,0,0,4,-0.6,i,3,i

Next part:
Values run as follows: NadD inh | Rin1 Abl inh | Scp1 inh | DNMT1 block | STEP inh | SUMO1 PPI mod | LMPTP block | Neddylation inh | CSN deneddyl inh | Rpn11 inh
- O=C(CSc1c2c(nc3ccccc13)CCCC2)NCc1ccco1
    1 | 2 | -1 | 0 | 0 | -2 | -0.6 | i | -2 | i
- O=C(CN1C(=O)NC(CCc2ccccc2)C1=O)Nc1ccc(F)c(F)c1F (stereo not drawn)
    -8 | -1 | 0 | 0 | -1 | 4 | -0.7 | i | -1 | i
- CN(C(=O)c1cc(COc2ccc(F)cc2Cl)on1)C1CCOC1 (stereo not drawn)
    -5 | 0 | x | 7 | -3 | 3 | -1.8 | i | 0 | i
- COc1ccc(OC)c(/C=N/NC(=O)c2nnn(-c3nonc3N)c2-c2cccs2)c1
    10 | 0 | -5 | 3 | -2 | 1 | 0.9 | x | -2 | i
- NC(=O)CC(NC(=O)Cc1ccc(Cl)cc1)c1ccc(NCc2ccccc2)c([N+](=O)[O-])c1 (stereo not drawn)
    -6 | 1 | 3 | 0 | 1 | 3 | 0.3 | i | 0 | i
- CNC(=O)COC(=O)c1ccccc1Oc1ccccc1
    -5 | 0 | 3 | 2 | -1 | -4 | -1.6 | i | -1 | i
- O=C(CSc1nnc(-c2cccnc2)n1Cc1ccccc1)NCc1ccccc1
    -2 | 1 | -6 | -1 | -2 | -2 | -1.3 | i | 0 | i
- Cc1cnc(NC(=O)Cc2ccc(Br)cc2)s1
    1 | 2 | 0 | 4 | -2 | 1 | -0.5 | i | 1 | i
- c1ccc(SCc2nc(-c3ccncc3)n[nH]2)nc1
    1 | 5 | 6 | 4 | 3 | 2 | 1.2 | i | -16 | i
- Clc1ccc(-n2ncc3c(N4CCCC4)ncnc32)cc1
    5 | 0 | 5 | 15 | -2 | 9 | -3.2 | i | 4 | i
- CCCCN(C)c1c(C)nc2ccc(C(=O)N3CCN(C(C)=O)CC3)cn12
    -3 | 4 | x | 4 | -2 | 2 | 0.3 | i | 7 | i
- Cc1ccccc1CSc1nc2c(c(=O)[nH]1)CCC2
    -4 | -1 | 0 | 8 | -1 | 1 | 4.3 | i | 1 | i
- O=C(COC(=O)C1CC2CCCC(C1)C2=O)Nc1ccc(Cl)cn1 (stereo not drawn)
    -2 | -4 | 0 | -2 | -2 | 3 | -0.5 | i | -3 | i
- COc1ccc(N2CCN(Cc3cc(=O)oc4ccc(Cl)cc34)CC2)cc1
    1 | 4 | 4 | 5 | -2 | -3 | -0.6 | i | -7 | i
- COCCN(CCOC)C(=O)C12CCC(C)(C(=O)C1)C2(C)C (stereo not drawn)
    3 | -2 | -5 | 1 | 1 | 1 | -0.4 | i | -8 | i
- CC(C)(C)OC(=O)N[C@@H](CCCCNC(=O)OCc1ccccc1)c1nnc([C@H](CCCCNC(=O)OCc2ccccc2)NC(=O)OC(C)(C)C)o1
    0 | 2 | -2 | -1 | 2 | 0 | 5.9 | i | -5 | i
- Cc1ccc(S(=O)(=O)NC(CC(C)C)C(=O)NCC(C)(C)N2CCOCC2)cc1 (stereo not drawn)
    1 | 1 | -2 | 3 | 2 | 6 | -1.7 | i | -2 | i
- CC(=O)OCC(=O)N1CCN(c2ccc([N+](=O)[O-])cc2)CC1
    -1 | -7 | -7 | 6 | -1 | -20 | 0.6 | i | -3 | i
- COc1ccc(-c2n[nH]c(C(F)(F)F)c2-c2cc3ccccc3o2)c(O)c1
    -8 | -2 | -7 | -12 | -6 | -2 | -4.7 | + | -2 | i
- CCCc1cc(=O)[nH]c(SCC)n1
    1 | 4 | -3 | -2 | 0 | 2 | 0.4 | i | 0 | i
- COc1ccc(-c2noc(N3CCCC(C(=O)Nc4ccc(C(C)=O)cc4)C3)n2)cc1 (stereo not drawn)
    -14 | 2 | -17 | -11 | -4 | 9 | 2.2 | i | 9 | i

Whole records, looked up by structure. Screens in order: NadD inh, Rin1 Abl inh, Scp1 inh, DNMT1 block, STEP inh, SUMO1 PPI mod, LMPTP block, Neddylation inh, CSN deneddyl inh, Rpn11 inh
`Cc1cc(C)c(NC(=O)C2CCCN2CCC(C)C)c(C)c1` (stereo not drawn) in the list: -2, 0, -4, -1, -2, 2, -1.5, i, -1, i
`O=C(Nc1ccccc1C(=O)O)c1ccc(NC(=O)C2CCCO2)cc1` (stereo not drawn) in the list: -4, 5, -1, 1, -1, 8, -0.3, i, 4, i
`COc1cccc(-c2nc(CS(=O)CC(=O)NCCc3ccccc3)c(C)o2)c1` (stereo not drawn) in the list: -1, 0, 2, -1, 0, 3, 0.4, i, 0, i
`O=C(O)CS(=O)CC(=O)NCc1cccc(C(F)(F)F)c1` (stereo not drawn) in the list: 3, -3, -6, 0, 0, 4, -0.6, i, 3, i
`CNC(=O)COC(=O)c1ccccc1Oc1ccccc1` in the list: -5, 0, 3, 2, -1, -4, -1.6, i, -1, i

From PubChem
